Bioassay records from PubChem BioAssay.
MITF primary: blocks human microphthalmia-associated transcription factor | AlphaScreen MITF homodimerization, bead proximity signal | inhibition, % at 2.6 µM | 650,000 tested, 0.91% active | AID 1259374; in the data active = inhibition above about 50%;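 note: 0% = vehicle wells with protein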
GPR151 activ: human GPR151 activation; PathHunter beta-arrestin GPR151 cells, luminescence; activation, % at 11.2 µM; 650,000 tested, 1% active; in the data active = activation above about 4.9%;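 note: 0% = median of compound wells and 100% = cells with positive control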
Target sequence (Q8TDV0 whole entry, looked up): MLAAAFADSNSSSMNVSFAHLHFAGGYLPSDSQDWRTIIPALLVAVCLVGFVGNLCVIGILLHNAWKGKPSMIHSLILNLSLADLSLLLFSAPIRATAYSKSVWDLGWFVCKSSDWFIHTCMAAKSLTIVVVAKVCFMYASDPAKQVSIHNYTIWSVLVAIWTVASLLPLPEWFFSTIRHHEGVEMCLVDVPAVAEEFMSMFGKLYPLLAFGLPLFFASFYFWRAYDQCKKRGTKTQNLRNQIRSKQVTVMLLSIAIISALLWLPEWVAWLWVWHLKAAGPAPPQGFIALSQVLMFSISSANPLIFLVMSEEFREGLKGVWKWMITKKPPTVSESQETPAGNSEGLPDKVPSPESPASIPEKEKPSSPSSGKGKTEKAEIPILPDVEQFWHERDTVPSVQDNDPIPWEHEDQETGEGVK
TEAD-YAP inh: TEAD-YAP interaction inhibition. HEK-TIYL cells, TEAD-Gal4/YAP UAS-luciferase luminescence. inhibition, % at 9.12 µM. 640,000 tested, 1.4% active; in the data active = inhibition above about 32%;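 note: 0% = median of test compound wells and 100% = reference inhibitor wells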
FBW7 act: human FBW7 E3 ligase activation, primary screen; Q969H0; AlphaScreen FBW7–phospho-cyclin E peptide binding, activator screen; normalized activity (activation), % at 26.1 µM; 650,000 tested, 0.13% active; AID 1259310; in the data active = normalized activity above about 1.9%;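 note: purified mutant Fbw7 with reduced substrate affinity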
Target sequence (Q969H0 whole entry, looked up): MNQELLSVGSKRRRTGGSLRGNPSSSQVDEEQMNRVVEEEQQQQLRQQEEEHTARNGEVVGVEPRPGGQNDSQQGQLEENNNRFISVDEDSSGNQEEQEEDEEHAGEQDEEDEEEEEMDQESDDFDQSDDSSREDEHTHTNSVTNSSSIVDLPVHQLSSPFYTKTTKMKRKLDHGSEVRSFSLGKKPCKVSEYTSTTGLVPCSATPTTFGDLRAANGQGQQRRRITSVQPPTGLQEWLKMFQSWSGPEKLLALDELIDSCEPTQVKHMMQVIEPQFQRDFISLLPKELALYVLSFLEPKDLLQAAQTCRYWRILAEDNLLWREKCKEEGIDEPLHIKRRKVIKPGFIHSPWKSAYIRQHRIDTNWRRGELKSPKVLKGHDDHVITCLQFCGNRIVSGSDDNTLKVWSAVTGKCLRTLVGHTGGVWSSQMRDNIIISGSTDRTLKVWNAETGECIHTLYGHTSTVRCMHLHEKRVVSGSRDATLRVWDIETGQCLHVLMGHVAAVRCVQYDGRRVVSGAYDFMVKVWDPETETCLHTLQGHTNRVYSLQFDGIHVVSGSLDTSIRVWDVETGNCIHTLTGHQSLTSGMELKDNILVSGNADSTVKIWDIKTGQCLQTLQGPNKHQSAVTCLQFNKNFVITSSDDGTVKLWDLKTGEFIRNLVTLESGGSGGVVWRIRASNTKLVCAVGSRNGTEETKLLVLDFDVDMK
Numbers without * were called inactive; / = no result given.

Letters: A = MITF primary; B = GPR151 activ; C = TEAD-YAP inh; D = FBW7 act
Cc1ccc(C)c(SCC(=O)OCC(=O)N2CC(C)OC(C)C2)c1 (stereo not given)
  A = 8 | B = 1.7 | C = 1 | D = 0.0

CCOC(=O)CSC1=C(C#N)C(c2ccccc2)C(C(=O)Nc2ccccc2C)=C(C)N1 (stereo not given)
  A = -6 | B = -0.9 | C = -18 | D = 0.1

CCC(C)NCCOCCOc1ccc(C(=O)OC)cc1 (stereo not given)
  A = 11 | B = -0.5 | C = 5 | D = -0.1

O=C1c2ccccc2S(=O)(=O)NN1Cc1coc(-c2ccccc2)n1
  A = -9 | B = 4.8 | C = 2 | D = -0.2

CC(=O)CCc1oc2c(Br)cc(Br)cc2c1-c1ccc(C)o1
  A = 0 | B = 0.5 | C = 2 | D = 0.1

CC(=O)c1ccc(NC(=S)N2CCC(C(N)=O)CC2)cc1
  A = -11 | B = -0.8 | C = -7 | D = 0.0

O=C(Cc1nc2ccccc2n1CC(=O)Nc1ccc(F)c(F)c1)NCc1ccccc1
  A = -8 | B = 3.7 | C = -2 | D = -0.2

CC(C)C(=O)N1CCN(c2nc(-c3ccc(Cl)cc3)cs2)CC1
  A = 3 | B = 1.0 | C = -5 | D = -0.1

CC1=C(C#N)c2nc(N)c(C#N)c(C)c2/C1=C/c1cc2c(cc1[N+](=O)[O-])OCO2
  A = -6 | B = 0.3 | C = 5 | D = 0.1

CCOC(=O)c1sc2nc(SCc3ccccc3Cl)n(Cc3cccc(Cl)c3)c(=O)c2c1C
  A = 9 | B = 0.4 | C = -4 | D = -0.1

CCOC(=O)CNC(=O)CSc1nnc(NC(=O)C(C)(C)C)s1
  A = -1 | B = 5.2* | C = 10 | D = 0.4

CCCc1c(C)nc2c(-c3ccccc3)c(C)[nH]n2c1=O
  A = -6 | B = 2.2 | C = -9 | D = -0.1

CCCc1cc(N2CCN(c3ccccn3)CC2)n2c(nc3ccccc32)c1C#N
  A = 5 | B = -0.7 | C = -5 | D = 0.2

CCOc1ccc(/C=N\NC(=O)c2ccc(F)cc2)cc1OCC
  A = 13 | B = -1.1 | C = -13 | D = 0.3

CC1CN(C(=O)COC(=O)c2cc(O)c(O)c(O)c2)CC(C)O1 (stereo not given)
  A = 54* | B = -0.6 | C = 4 | D = -0.3

CC(=O)Nc1ccc(NC(=O)c2cnc(-c3ccc(C(=O)N4CCN(C)CC4)cc3)s2)cc1
  A = 3 | B = 3.0 | C = 3 | D = -0.1

O=C(O)c1cc(NC(=O)c2ccc(-c3ccccc3)cc2)cc(C(=O)O)c1
  A = 4 | B = 0.2 | C = 3 | D = -0.1

Cc1ccc2c(c1)N(C(=O)N1CCCC(C(=O)NCc3ccccc3)C1)CC(C)O2 (stereo not given)
  A = -1 | B = 0.6 | C = 5 | D = -0.3

COc1cc(OC)c(NC(=O)CSc2ccccn2)cc1Cl
  A = -1 | B = -0.7 | C = -2 | D = -0.2

CCOc1ccccc1NC(=O)CN1C(=O)CC(c2ccccc2)=Nc2ccccc21
  A = 10 | B = -1.8 | C = 5 | D = 0.5

COc1ccc(N2C(=O)CS(=O)C(c3ccccc3)C2=O)cc1 (stereo not given)
  A = 4 | B = 2.5 | C = -46 | D = -0.1

Cc1c(C(=O)NC(=S)Nc2cccc(-c3nc4ccccc4o3)c2)oc2ccccc12
  A = -6 | B = 1.7 | C = -10 | D = 0.0

CC(=O)NCCNC(=O)Cc1ccc(C)c(C)c1
  A = -6 | B = 0.9 | C = -3 | D = -0.1

CCc1ccc(N2N=C(C)/C(=C/c3ccc(N4CCOCC4)cc3)C2=O)cc1
  A = 44 | B = -0.1 | C = 1 | D = -0.1

COC(=O)c1ccccc1NS(=O)(=O)c1ccc(F)cc1
  A = -4 | B = 2.0 | C = -2 | D = 0.2

Cc1cc(=O)[nH]c(SCC(=O)Nc2ccc([N+](=O)[O-])cc2C#N)n1
  A = 17 | B = -1.2 | C = -33 | D = 0.3

CCOCCCN1C(=O)CN(C2CCCCC2)C(=O)C1c1ccc(F)cc1 (stereo not given)
  A = 6 | B = -1.5 | C = -1 | D = 0.5

O=S(=O)(Nc1nc2ccc(Cl)cc2s1)c1ccc(F)cc1
  A = -4 | B = -1.3 | C = 4 | D = -0.1

CC(Cc1cncs1)NC(=O)C1CC(Cc2ccccc2)=NO1 (stereo not given)
  A = 5 | B = 0.3 | C = 3 | D = -0.2

Cn1c(=O)c2c(nc(NCCOCCO)n2Cc2ccc(Br)cc2)n(C)c1=O
  A = 13 | B = -0.9 | C = 2 | D = 0.2

O=C(O)/C(=C/c1ccco1)c1ccccc1
  A = -4 | B = -1.0 | C = 7 | D = 0.0

CCOc1cccc(C(=O)Nc2ccc(Br)cn2)c1
  A = -3 | B = 0.6 | C = -22 | D = 0.2

COc1ccc(NC(=O)C2c3cccc[n+]3CC(=O)N2c2ccccc2)cc1OC (stereo not given)
  A = -6 | B = -0.3 | C = -8 | D = -0.4

Cc1cc(NC(=O)Cn2c(=O)n(Cc3ccccc3)c(=O)c3ccccc32)no1
  A = -5 | B = -0.3 | C = 4 | D = 0.1

CCOC(=O)c1cnc2c(Cl)cccc2c1Nc1ccccc1C
  A = -11 | B = 2.9 | C = -7 | D = -0.2

Cc1ccccc1NC(=O)c1c(O)c2cccc3c2n(c1=O)CCC3
  A = 6 | B = 0.6 | C = -1 | D = -0.1

CN(C)CCP(=O)(c1ccccc1)c1ccccc1
  A = -7 | B = -0.5 | C = 2 | D = 0.1

CC(C)(C)C(=O)NC(NCc1ccco1)C(Cl)(Cl)Cl (stereo not given)
  A = -8 | B = -1.0 | C = 3 | D = -0.2

O=c1c2ccccc2nc2n1Cc1ccccc1-2
  A = -1 | B = -9.8 | C = 23 | D = 0.1

COc1ccc(/C=N/NC(=O)NC23CC4CC(CC(C4)C2)C3)c(OC)c1
  A = 17 | B = -0.7 | C = 7 | D = 0.2

COC(=O)c1ccc(C(=O)OC)c(NC(=O)c2cc3nc(-c4ccc5c(c4)OCO5)cc(C(F)(F)F)n3n2)c1
  A = 14 | B = -0.5 | C = 7 | D = 0.0

O=C(CCCCCN1C(=O)CCC1=O)Nc1ccc2c(c1)OCCO2
  A = -21 | B = -0.3 | C = -5 | D = -0.2

COc1ccc(-c2noc(=O)n2CC(=O)N2CCC(Cc3ccccc3)CC2)cc1
  A = 2 | B = 0.9 | C = 3 | D = -0.1

CCCCOc1ccc(NC(=O)CSc2nc3ccc(NC(=O)c4cccc(C)c4)cc3s2)cc1
  A = 4 | B = 2.1 | C = -7 | D = 0.9

C=CCOc1ccc(/C=C2/C(=N)N3C(=NC2=O)SN=C3S(=O)(=O)CC)cc1OC
  A = -1 | B = -0.4 | C = 9 | D = -0.3

CCc1c(C)nc2ncnn2c1N1CCCC(C(=O)Nc2ccc3c(c2)OCO3)C1 (stereo not given)
  A = -1 | B = 2.4 | C = -6 | D = 0.3

Cc1ccc(C)n1-c1ccc(C(N)=O)cc1
  A = 9 | B = -0.8 | C = 6 | D = 0.1

CCSc1cc(C2C(C(=O)OC)=C(C)NC3=C2C(=O)CCC3)c(C)o1 (stereo not given)
  A = 5 | B = -1.5 | C = -1 | D = 0.1

COc1c(C)cccc1C1=N/C(=C\c2ccc(Cl)cc2)C(=O)O1
  A = 19 | B = -1.3 | C = 2 | D = 0.5

O=C1Nc2ccccc2/C1=N\n1cnnc1
  A = 0 | B = 1.2 | C = 1 | D = 0.0

14 successive records from above:
Letters: A = MITF primary; B = GPR151 activ; C = TEAD-YAP inh; D = FBW7 act
CN(C)CCP(=O)(c1ccccc1)c1ccccc1
  A = -7 | B = -0.5 | C = 2 | D = 0.1

CC(C)(C)C(=O)NC(NCc1ccco1)C(Cl)(Cl)Cl (stereo not given)
  A = -8 | B = -1.0 | C = 3 | D = -0.2

O=c1c2ccccc2nc2n1Cc1ccccc1-2
  A = -1 | B = -9.8 | C = 23 | D = 0.1

COc1ccc(/C=N/NC(=O)NC23CC4CC(CC(C4)C2)C3)c(OC)c1
  A = 17 | B = -0.7 | C = 7 | D = 0.2

COC(=O)c1ccc(C(=O)OC)c(NC(=O)c2cc3nc(-c4ccc5c(c4)OCO5)cc(C(F)(F)F)n3n2)c1
  A = 14 | B = -0.5 | C = 7 | D = 0.0

O=C(CCCCCN1C(=O)CCC1=O)Nc1ccc2c(c1)OCCO2
  A = -21 | B = -0.3 | C = -5 | D = -0.2

COc1ccc(-c2noc(=O)n2CC(=O)N2CCC(Cc3ccccc3)CC2)cc1
  A = 2 | B = 0.9 | C = 3 | D = -0.1

CCCCOc1ccc(NC(=O)CSc2nc3ccc(NC(=O)c4cccc(C)c4)cc3s2)cc1
  A = 4 | B = 2.1 | C = -7 | D = 0.9

C=CCOc1ccc(/C=C2/C(=N)N3C(=NC2=O)SN=C3S(=O)(=O)CC)cc1OC
  A = -1 | B = -0.4 | C = 9 | D = -0.3

CCc1c(C)nc2ncnn2c1N1CCCC(C(=O)Nc2ccc3c(c2)OCO3)C1 (stereo not given)
  A = -1 | B = 2.4 | C = -6 | D = 0.3

Cc1ccc(C)n1-c1ccc(C(N)=O)cc1
  A = 9 | B = -0.8 | C = 6 | D = 0.1

CCSc1cc(C2C(C(=O)OC)=C(C)NC3=C2C(=O)CCC3)c(C)o1 (stereo not given)
  A = 5 | B = -1.5 | C = -1 | D = 0.1

COc1c(C)cccc1C1=N/C(=C\c2ccc(Cl)cc2)C(=O)O1
  A = 19 | B = -1.3 | C = 2 | D = 0.5

O=C1Nc2ccccc2/C1=N\n1cnnc1
  A = 0 | B = 1.2 | C = 1 | D = 0.0

Later entries:
Letters: A = MITF primary; B = GPR151 activ; C = TEAD-YAP inh; D = FBW7 act
COc1cc(OC)c(C2Nc3ccccc3NC3=C2C(=O)CC(C)(C)C3)cc1OC (stereo not given)
  A = 2 | B = -0.2 | C = -4 | D = -0.2

CCC(=O)Oc1ccc2c(=O)c(-c3ccc4c(c3)OCCO4)c(CC)oc2c1
  A = 3 | B = 2.7 | C = 1 | D = 0.0

CC(C)C(=O)NC(Nc1cccc([N+](=O)[O-])c1)C(Cl)(Cl)Cl (stereo not given)
  A = 12 | B = 0.3 | C = 19 | D = 0.5

COc1cc(S(=O)(=O)N2CCN(c3ccccc3)CC2)ccc1Cl
  A = 15 | B = 0.0 | C = 8 | D = 0.6

CCCOc1ccc2ccccc2c1/C=N/n1cnnc1
  A = -1 | B = 1.3 | C = 5 | D = -0.1

Cc1ccc(C)c(OS(=O)(=O)c2cn(C)c(=O)n(C)c2=O)c1
  A = 11 | B = -1.2 | C = -1 | D = 0.9

O=C(NC1CC1)c1cc2nc(-c3ccco3)cc(C(F)(F)F)n2n1
  A = -8 | B = -1.0 | C = -4 | D = -0.2

COc1ccc(Cl)cc1-c1nc(-c2ccc(NC(=O)c3ccc(Br)o3)cc2)no1
  A = -15 | B = 1.4 | C = -16 | D = -0.2

OCC[n+]1ccc(/C=C/c2c[nH]c3ccccc23)cc1
  A = -17 | B = 1.1 | C = 30 | D = 0.0

CC(=O)Nc1ccc(NC(=O)c2csc(-c3ccc(C(N)=O)cc3)n2)cc1
  A = -9 | B = 0.0 | C = -1 | D = 0.0

NS(=O)(=O)c1cc(Cl)c(NC(=O)CSc2nncs2)c(Cl)c1
  A = -5 | B = -1.4 | C = 4 | D = 0.1

O=C(Cc1cccs1)NCC1(N2CCCCC2)CCCCC1
  A = 2 | B = 3.4 | C = 0 | D = -0.1

O=C(COC(=O)c1ccc(F)cc1F)Nc1cccnc1Cl
  A = -2 | B = -1.0 | C = -8 | D = -0.1

CN1C(=O)/C(=C\c2ccc(C(=O)O)cc2)SC1=S
  A = 5 | B = -1.6 | C = 3 | D = -0.1

COc1cc(C)ccc1S(=O)(=O)n1cnc2cc(C)c(C)cc21
  A = 8 | B = -0.2 | C = 10 | D = 0.2

CCOC(=O)Cn1nnnc1CN1CCN(c2ccc(F)cc2)CC1
  A = 5 | B = 3.8 | C = 13 | D = 0.0

CCOC(=O)NC1(C(F)(F)F)NC(=O)N(Cc2ccccc2)C1=O (stereo not given)
  A = 10 | B = -0.3 | C = 5 | D = 0.0

CCCCCCCCCCCCCCCC(=O)NC[C@@H](C)O
  A = 0 | B = 1.0 | C = / | D = /

O=C(NCc1cccs1)c1cc(-c2ccc(F)cc2)on1
  A = -7 | B = 0.7 | C = -75 | D = 0.0

N#CC1=C(N)Oc2[nH]c(=O)[nH]c(=O)c2C1c1ccc(Cl)cc1Cl (stereo not given)
  A = -1 | B = 0.7 | C = -9 | D = -0.4

C/C=C(\CC(NCc1ccccc1CC(OC)OC)c1ccc(C)o1)C[Si](C)(C)C (stereo not given)
  A = 13 | B = 1.3 | C = 1 | D = 0.1

CCCC(=O)Nc1cccc(NC(=O)Cc2ccc(Cl)cc2)c1
  A = 0 | B = -1.0 | C = -5 | D = 0.1

COc1ccc(C2(C(=O)NCCCN(C)C)CCOCC2)cc1
  A = 4 | B = -0.7 | C = -8 | D = 0.1

OC(COc1ccccc1Cl)CN(Cc1ccccc1)Cc1ccccc1 (stereo not given)
  A = 0 | B = 0.8 | C = 5 | D = -0.3

Cc1cccc(C(=O)NNC(=O)/C=C/C(=O)O)c1
  A = -1 | B = 9.2* | C = -44 | D = 0.0

O=Cc1c(OCc2ccc([N+](=O)[O-])cc2)ccc2ccccc12
  A = -5 | B = -0.8 | C = -4 | D = 0.0

CCCCC1CN(CCC(=O)NCCc2n[nH]c(C)n2)Cc2ccccc2O1 (stereo not given)
  A = -6 | B = 0.1 | C = -6 | D = 0.0

O=C(COC(=O)C1CSC2(c3ccc(F)cc3)CCC(=O)N12)NC(=O)NC1CCCC1 (stereo not given)
  A = 10 | B = 0.8 | C = 1 | D = 0.6

CC(C)(C)CC(C)(C)NC(=O)c1cc2n(n1)C(C(F)(F)F)CC(c1ccc(Cl)cc1)N2 (stereo not given)
  A = 19 | B = 0.7 | C = 1 | D = 0.0

CCN1Cc2cccc(C(=O)Nc3ccc(C)cc3)c2C1=O
  A = 1 | B = -0.5 | C = 1 | D = 0.1
